TbPYK inhibitor – qHTS of Trypanosoma Brucei Inhibitors | 410,000 compounds, 0.12% hits | TbPYK enzyme, Kinase-Glo Plus ATP luminescence, 45 min | Potency, µM (doses to about 76.8 µM), without a hit: at the top dose activity, negative = inhibition, hits mostly inhibitors | pyruvate kinase (Trypanosoma brucei), Q57TT1 | AID 624173, 2012; further: potency means the concentration at half of the fitted maximal effect; nearly all actives have a fitted effect of over 50% in size
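Quantitative HTS: titrated library compounds versus trypanosomal pyruvate kinase in TEA buffer (pH 7.2) containing KCl, MgCl2, BSA and Tween-20. Reactions were initiated with ADP, 130 uM final. Kinase-Glo Plus luminescence was read after 45 min at RT.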
HCMV inh – qHTS Assay for inhibitors of the human cytomegalovirus (HCMV); HFF cells, HCMV-luciferase reporter, 72 h; stronger effect = lower value; activity change, negative = inhibition, % at 57.5 µM; 410,000 compounds, 4.5% hits; AID 1259415, 2018; in the data active means activity change below about -60%; inconclusive means no clear call, values can overlap the other calls; inactive means above about -39%
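Human foreskin fibroblasts infected with luciferase-reporter HCMV at MOI 1 PFU/cell, compounds at two doses. Luciferase measured 72 h post infection; normalized to buffer-only basal and Salinomycin (10uM) controls.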
AmpC inh detg – qHTS Inhibitors of AmpC Beta-Lactamase (assay with detergent); AmpC hydrolysis of nitrocefin, absorbance 480 nm, 0.01% Triton; Potency, µM (top dose mostly 114 µM), without a hit: top-dose activity change, negative = inhibition, usual class: inhibitors; 370,000 compounds, 0.041% hits; P00811;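 further: potency means the concentration at half of the fitted maximal effect; 0% = no-compound wells and -100% = no-enzyme wells; nearly all actives have a fitted effect of over 25% in size; some results filed as inactive show a strong effect at the top dose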
Target sequence (P00811 whole entry, looked up): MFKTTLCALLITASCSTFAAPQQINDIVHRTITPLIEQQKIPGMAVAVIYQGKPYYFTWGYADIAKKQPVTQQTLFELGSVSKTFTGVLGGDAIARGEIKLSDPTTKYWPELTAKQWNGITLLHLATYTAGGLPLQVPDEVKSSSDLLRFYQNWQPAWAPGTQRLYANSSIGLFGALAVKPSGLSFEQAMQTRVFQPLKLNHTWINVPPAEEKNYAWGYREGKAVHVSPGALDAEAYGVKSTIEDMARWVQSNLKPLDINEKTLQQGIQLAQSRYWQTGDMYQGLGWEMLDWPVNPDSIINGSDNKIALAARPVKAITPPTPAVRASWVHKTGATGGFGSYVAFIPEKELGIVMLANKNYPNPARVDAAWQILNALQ
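20 mM phosphate pH 7.0 + 0.01% (detergent screen) or 0.0001% Triton X-100; 5.3 nM AmpC reagent; cpd preinc 15 min RT; nitrocefin (800 uM stock) to start; A480 q20 s × 4 min; Activity was normalised to no-enzyme and no-compound control wells.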
AMA1 RON2 block – qHTS for Inhibitors of AMA1-RON; Towards Development of Antimalarial Drug Lead: Primary Screen | 360,000 compounds, 0.2% hits | AID 720542, 2013 | Plasmodium falciparum AMA1 (3D7) - RON2 peptide interaction | AlphaScreen AMA1-biotinylated RON2 peptide binding | Potency, µM (doses to about 58.2 µM), without a hit: top-dose activity change, negative = inhibition, usual class: inhibitors;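 further: potency means the concentration at half of the fitted maximal effect; 0% = vehicle wells and -100% = peptide control; nearly all actives have a fitted effect of over 45% in size; some results filed as inactive show a strong effect at the top dose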
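AMA1 (3D7) with his tag at 25 nM final met compounds first, then biotinylated RON2 peptide at 25 nM; detection used donor plus acceptor beads, 10 µg/mL apiece, read by AlphaScreen after 30 min at room temperature.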
LmPK inh – qHTS Assay for Inhibitors of Leishmania Mexicana Pyruvate Kinase (LmPK); Q27686; purified LmPK, Kinase-Glo ATP luminescence, 1 h; Potency, µM (highest dose often 57.5 µM), inactives show top-dose activity change, negative = inhibition, usual class: inhibitors; 290,000 compounds, 0.37% hits; AID 1721, 2009; further: potency means the concentration at half of the fitted maximal effect
Target sequence (Q27686 whole entry, looked up): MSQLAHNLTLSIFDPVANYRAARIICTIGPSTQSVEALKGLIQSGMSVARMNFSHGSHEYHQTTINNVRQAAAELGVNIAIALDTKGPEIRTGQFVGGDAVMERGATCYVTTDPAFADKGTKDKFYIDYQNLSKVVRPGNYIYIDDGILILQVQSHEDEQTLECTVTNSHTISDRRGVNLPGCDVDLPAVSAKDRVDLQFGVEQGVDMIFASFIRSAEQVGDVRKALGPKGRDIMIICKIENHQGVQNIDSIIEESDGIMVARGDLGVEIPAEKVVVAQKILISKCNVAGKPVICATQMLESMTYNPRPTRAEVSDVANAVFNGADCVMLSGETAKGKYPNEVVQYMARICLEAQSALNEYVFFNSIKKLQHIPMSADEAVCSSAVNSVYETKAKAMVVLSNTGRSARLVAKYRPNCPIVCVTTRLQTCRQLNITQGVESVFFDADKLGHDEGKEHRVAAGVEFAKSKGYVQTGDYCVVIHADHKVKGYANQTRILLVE
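Purified LmPK (0.1 nM) with 0.5 mM PEP and 0.1 mM ADP in imidazole buffer pH 7.2 with MgCl2/KCl, 1 h at room temperature. ATP formed was read by luciferase luminescence and normalized to no-enzyme and uninhibited controls.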
Sm TGR inh – qHTS Assay for the Inhibitors of Schistosoma Mansoni Peroxiredoxins; purified TGR, DTNB reduction, TNB absorbance 405 nm; AID 485364, 2010; 360,000 compounds, 3% hits; Potency, µM (doses to about 114 µM), inactives show at the highest dose activity change, negative = inhibition, hits mostly inhibitors; further: potency means the concentration at half of the fitted maximal effect; nearly all actives have a fitted effect of over 60% in size
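TGR 20 nM + NADPH 100 uM (dispensed conc.), cpd preinc 15 min RT; start with NADPH (500 uM addition) then DTNB (15 mM addition). Kinetic TNB absorbance, 405 nm filter. Four-parameter Hill fit across titration.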
AmpC no deterg – qHTS Inhibitors of AmpC Beta-Lactamase (assay without detergent); AmpC nitrocefin hydrolysis, absorbance 480 nm, 0.0001% Triton; Potency, µM (titrated, usually from 57.1 µM), for inactives: at the highest dose activity change, negative = inhibition, actives largely listed as inhibitors; 330,000 compounds, 0.52% hits;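 further: potency means the concentration at half of the fitted maximal effect; plate controls were no compound for no effect and no enzyme for full effect; nearly all actives have a fitted effect of over 20% in size; some results filed as inactive show a strong effect at the top dose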
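AmpC (5.3 nM in the dispensed reagent) in 20 mM phosphate pH 7.0 with 0.01% (detergent screen) or 0.0001% Triton X-100 was preincubated with compounds for 15 min at room temperature. Nitrocefin was then added from an 800 uM solution, and hydrolysis was followed at 480 nm.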
* marks the source's active call; other numbers are inactive results; ? = inconclusive; · = not tested or not shown; [ ] = another dose, or the depositor's remark. Unless noted, the call rests on the fitted dose curve; in most records, active means well fitted curve in the direction sought with a large enough effect; inconclusive means small, poorly fitted or top-dose-only effect, or another doubt; inactive means no such curve, though single readings can be large; an effect the other way counts as inactive or inconclusive. Unless noted, on the % scale 0 is the no-effect control and ±100 the full control effect.

SMILES | TbPYK inhibitor | HCMV inh | AmpC inh detg | AMA1 RON2 block | LmPK inh | Sm TGR inh | AmpC no deterg
Cc1noc(C)c1NC(=O)Nc1cccc2c1O[C@H](CN(C)S(=O)(=O)c1ccccc1)[C@@H](C)CN([C@H](C)CO)C2=O | 1% | -26 | · | 6% | · | · | 119%[activator]
COc1ccccc1N1CCN(c2cc(C)nc3nncn23)CC1 | 1% | ? | 11% | · | · | ? | ·
CCC(C)[C@H]1CNCCN1CCCc1cc(OC)c(OC)c(OC)c1 (stereo partly drawn) | 5% | -1 | 1% | 12% | · | -16% | 3%
O=C(Nc1ccc(F)cc1F)N1CCN(c2ccc(Cl)c(Cl)c2)CC1 | 1% | ? | 14% | · | · | -2% | ·
Cc1ccc(C(=O)Nc2ccc3oc(-c4ccc(C(C)(C)C)cc4)nc3c2)cc1 | -21% | -11 | 19% | · | · | -1% | ·
Cc1cc(C(=O)O)cc(S(=O)(=O)Nc2c(C)nn(C)c2C)c1C | 6% | -30 | · | -9% | · | · | -4%
CC(=O)Nc1ncc(Cc2ccc(Cl)cc2Cl)s1 | -6% | -33 | 1% | -3% | 3% | · | -14%
COc1ccc([C@H]2CC(=O)C=C(c3ccc(-c4ccccc4)c(F)c3)C2)cc1 | 3% | -29 | 5% | 0% | · | -13% | -17%
Nn1c(COc2ccccc2F)nnc1SCC(=O)NC1CC1 | 1% | -18 | -13% | -4% | · | 9% | -12%
CC1CN(Cc2ccc(C#N)cc2Cl)CC(C)O1 (stereo not drawn) | -2% | 16 | -12% | -5% | 0% | -2% | -8%
Cc1ccc(/C=N/NC(=O)Cc2c[nH]c3ccccc23)c(C)c1 | 6% | 90 | 4% | -3% | 5% | -28% | -26%
N#Cc1ccc(OCC(O)CS(=O)(=O)c2ccccc2)cc1 (stereo not drawn) | 3% | -24 | 1% | 1% | -2% | · | -3%
C=CCn1c(C)csc1=Nc1ccccc1C | -1% | 7 | 7% | ? | -6% | 0% | -14%
Cc1cccc(NC(=O)c2nc[nH]c2C(=O)NC[C@@H](C)O)c1 | 15% | -14 | · | 91%[activator] | · | · | ·
Cc1cccc(N2CCN(C(=O)C3CCN(S(=O)(=O)c4cnc[nH]4)CC3)CC2)c1C | 1% | -10 | 2% | -5% | -3% | 9% | 3%
Cc1nc(-c2ccc(Cl)cc2)sc1C1(C)CC(c2ccc(C#N)cc2)=NO1 (stereo not drawn) | 2% | -37 | -4% | -19% | -5% | -25% | 9%
CSc1ccc(C(=O)C2CCCN(Cc3ccn[nH]3)C2)cc1 (stereo not drawn) | -2% | -10 | 4% | 2% | -9% | -5% | -9%
Cc1onc(-c2ccccc2)c1C(=O)N=C(N)c1ccc(C(F)(F)F)cc1 | 1% | -3 | 4% | -11% | 9% | 9% | -20%
Cc1cc2cc(C)c(NCCNC(=O)c3ccccc3Cl)nc2cc1C | 3% | -28 | 4% | -2% | 1% | 7% | 41%
CCOc1ccccc1CNC(=O)c1cnc2c(-c3ccc(OCC)c(OCC)c3)c(C)nn2c1C | 1% | -3 | 22% | · | · | -8% | ·
Cc1nnc(SCC(=O)NC(C)(C)C)n1NCc1cccc(Br)c1 | -6% | -36 | 6% | -4% | 1% | 4% | 74%[activator]
COc1ccc(C(=O)COC(=O)COc2ccc(C)c(C)c2)cc1 | 4% | -16 | -13% | -16% | -3% | -3% | -18%
CCS(=O)(=O)N1CCN(Cc2ccccc2OC)CC1 | 4% | -12 | 10% | -29% | -10% | 2% | -1%
CC1=NN(C(N)=S)C(=O)C1N=Nc1ccccc1O (stereo not drawn) | 2% | 30 | -16% | 104%[activator] | -6% | 0% | 10%
COc1ccc(CCN(C)Cc2ccc(OCc3ccccc3)c(OC)c2)cc1OC | -1% | -8 | 1% | ? | -6% | 7% | 85%[activator]
S=C(Nc1ccc2nccnc2c1)N1CCOCC1 | -3% | 16 | 3% | 14% | 1% | -29% | -10%
COCCn1c(C)cc(C(=O)COC(=O)CNC(=O)c2ccco2)c1C | -3% | 0 | -16% | 8% | · | -19% | -15%
Cn1c(NC(=O)C[n+]2cc(-c3ccc(Cl)cc3)n3c2CCC3)cc(=O)n(C)c1=O | 6% | -77* | -15% | -18% | -1% | -10% | 2%
CCOC(=O)N1CCN(Cc2nc3cc(NC(=O)C(C)C)ccc3n2CC)CC1 | -3% | -12 | -7% | 0% | -7% | 0% | 18%
O=C1CC(N2CCN(c3cccc(C(F)(F)F)c3)CC2)C(=O)N1c1ccccc1F (stereo not drawn) | -6% | 22 | -16% | 0% | 2% | -33% | 109%[activator]

Compound profiles, as listed above. Values in the order: TbPYK inhibitor | HCMV inh | AmpC inh detg | AMA1 RON2 block | LmPK inh | Sm TGR inh | AmpC no deterg
Entry for COCCn1c(C)cc(C(=O)COC(=O)CNC(=O)c2ccco2)c1C → -3% | 0 | -16% | 8% | · | -19% | -15%
Entry for Cc1nnc(SCC(=O)NC(C)(C)C)n1NCc1cccc(Br)c1 → -6% | -36 | 6% | -4% | 1% | 4% | 74%[activator]
Entry for CC1=NN(C(N)=S)C(=O)C1N=Nc1ccccc1O (stereo not drawn) → 2% | 30 | -16% | 104%[activator] | -6% | 0% | 10%
Entry for CCOC(=O)N1CCN(Cc2nc3cc(NC(=O)C(C)C)ccc3n2CC)CC1 → -3% | -12 | -7% | 0% | -7% | 0% | 18%

Going on with the list:
SMILES | TbPYK inhibitor | HCMV inh | AmpC inh detg | AMA1 RON2 block | LmPK inh | Sm TGR inh | AmpC no deterg
COc1ccccc1C(=O)COC(=O)COc1ccc(C#N)cc1 | -2% | -32 | · | 11% | · | · | -21%
O=C(Nc1cccc(-c2ccc(N3CCCCC3)nn2)c1)C(F)(F)F | 0% | -4 | ? | 4% | -10% | -12% | -9%
Cc1c(Cl)cccc1NC(=S)NC(=O)c1cncc(Br)c1 | -4% | -65* | · | 60%[activator] | · | · | ·
Cc1cc(NC(=O)CCC(=O)N(c2ccccc2C)C(C(=O)NC2CCCC2)c2ccccc2)no1 (stereo not drawn) | 4% | -2 | -1% | -1% | 2% | -1% | -2%
O=C1NC(=S)N/C1=C/c1cccc([N+](=O)[O-])c1 | -10% | -22 | -3% | 10% | -5% | -1% | -19%
CC12CCC(O)CC1=CCC1C2CCC2(C)c3[nH]ncc3CC12 (stereo not drawn) | 3% | 0 | · | -3% | · | · | ·
CCOC(=O)c1cccc(N2C(N)=NC(N)=NC2(C)C)c1 | 5% | ? | 3% | -8% | -1% | 3% | -9%
COc1cc(NC(=O)CCCNC(=O)c2ccc(Cl)cc2)cc(OC)c1OC | 1% | -10 | -9% | 17% | 3% | -1% | 9%
COc1ccc(OCCC(=O)OCC(=O)Nc2cccc(S(=O)(=O)N3CCCCC3)c2)cc1 | 0% | ? | · | 6% | · | · | -29%
COC(=O)C1=C(N)Oc2cc(C)oc(=O)c2C1c1cccnc1 (stereo not drawn) | -25% | 1 | ? | 2% | 0% | ? | -20%
S=C(NCc1cccs1)Nc1ccccc1Cl | -2% | -33 | 9% | 7% | -2% | 11µM* | -14%
COc1ccccc1N1C(=NC(=O)C(C)Oc2ccccc2)SC2CS(=O)(=O)CC21 (stereo not drawn) | 2% | -22 | -12% | 11% | -3% | -14% | -12%
COCC(=O)Nc1ccccc1C(=O)NC(C)C | 3% | -3 | 11% | 1% | 3% | 11% | -17%
COc1ccc(-c2nnc(OC)c3ccccc23)cc1 | 0% | ? | -6% | -4% | -3% | -2% | 47%
C=CCOc1c(Br)cc(/C=N/NC(=O)Cc2ccc(C(F)(F)F)cc2[N+](=O)[O-])cc1OC | 4% | -7 | -8% | 0% | -2% | 1% | -14%

Some values from the entries so far:
Cc1ccc(C(=O)Nc2ccc3oc(-c4ccc(C(C)(C)C)cc4)nc3c2)cc1 in AmpC inh detg has 19%
COCC(=O)Nc1ccccc1C(=O)NC(C)C in AMA1 RON2 block has 1%
S=C(Nc1ccc2nccnc2c1)N1CCOCC1 in AMA1 RON2 block has 14%
N#Cc1ccc(OCC(O)CS(=O)(=O)c2ccccc2)cc1 (stereo not drawn) in AmpC inh detg has 1%
CCOC(=O)c1cccc(N2C(N)=NC(N)=NC2(C)C)c1 in AmpC no deterg has -9%
CSc1ccc(C(=O)C2CCCN(Cc3ccn[nH]3)C2)cc1 (stereo not drawn) in TbPYK inhibitor has -2%

Carrying on.
SMILES | TbPYK inhibitor | HCMV inh | AmpC inh detg | AMA1 RON2 block | LmPK inh | Sm TGR inh | AmpC no deterg
COc1ccc(N2CCN(C(=O)CN(C)S(=O)(=O)c3cnc[nH]3)CC2)cc1 | 0% | -3 | ? | -4% | 5% | -1% | -18%
COc1ccc(C(=O)/C=C/c2ccc(OC3CSC3)cc2)cc1 | -3% | -5 | -2% | ? | -3% | -4% | -27%
CC(C)c1ccc(NC(=O)CSC2=Nc3ccccc3C3=NC(CCC(=O)NCc4ccc(F)cc4)C(=O)N23)cc1 (stereo not drawn) | 3% | ? | 7% | · | · | -1% | ·
COc1ccc(S(=O)(=O)N2CCOCC2)cc1NC(=O)CSc1nnnn1C1CC1 | -5% | -60* | 4% | 0%[11.6 µM] | · | -32% | 1%
COc1ccc(/C=C/C(=O)NC(=S)Nc2ccc(S(=O)(=O)N=C(N)N)cc2)cc1OC | 3% | -4 | -2% | -1% | 3% | 2% | -9%
CNc1oc(Cc2ccccc2)nc1S(=O)(=O)c1ccccc1 | 4% | · | ? | -5% | 2% | ? | -28%
O=[N+]([O-])c1ccc(Cl)c(S(=O)(=O)Nc2cccc(S(=O)(=O)NC3=NCCC3)c2)c1 | -8% | -10 | · | -11% | · | · | -15%
